Screening results (PubChem BioAssay)
Pf growth 96h = Primary qHTS for delayed death inhibitors of the malarial parasite plastid, 96 hour incubation; P. falciparum luciferase reporter growth, 96 h; Potency, µM (doses to about 28.7 µM), for the others: top-dose activity change, negative = inhibition, most hits filed as inhibitors; hit rate 6.9% among 320,000
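Parasite growth measured via integrated firefly luciferase reporter in P. falciparum. Infected erythrocytes at 2% hematocrit, 0.05% parasitemia final were treated 96 hours at 37 C under 5% CO2, and luminescence was read.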
LmPK inh = qHTS Assay for Inhibitors of Leishmania Mexicana Pyruvate Kinase (LmPK); Q27686; purified LmPK, Kinase-Glo ATP luminescence, 1 h; Potency, µM (top dose mostly 57.5 µM), for inactives: top-dose activity change, negative = inhibition, hits mostly inhibitors; hit rate 0.37% among 290,000
Target sequence (Q27686 whole entry, looked up): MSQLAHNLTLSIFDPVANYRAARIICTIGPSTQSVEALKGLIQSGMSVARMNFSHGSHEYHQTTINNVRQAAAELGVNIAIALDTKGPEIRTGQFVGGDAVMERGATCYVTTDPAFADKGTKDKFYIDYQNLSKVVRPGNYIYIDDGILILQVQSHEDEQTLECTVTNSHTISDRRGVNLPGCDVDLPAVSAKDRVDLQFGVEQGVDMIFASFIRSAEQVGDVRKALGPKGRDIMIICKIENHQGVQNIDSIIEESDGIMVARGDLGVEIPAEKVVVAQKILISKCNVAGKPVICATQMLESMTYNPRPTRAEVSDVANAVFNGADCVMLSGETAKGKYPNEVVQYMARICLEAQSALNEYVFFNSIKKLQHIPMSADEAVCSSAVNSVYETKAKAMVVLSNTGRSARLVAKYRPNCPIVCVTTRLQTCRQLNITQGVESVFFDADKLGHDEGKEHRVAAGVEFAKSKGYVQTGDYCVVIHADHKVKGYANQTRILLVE
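Pyruvate kinase activity monitored as ATP production (luciferase luminescence). Conditions: 0.1 nM enzyme, 0.5 mM PEP, 0.1 mM ADP, 1 h, RT; normalized against uninhibited and no-enzyme wells.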
Sm TGR block = qHTS Assay for the Inhibitors of Schistosoma Mansoni Peroxiredoxins. Schistosoma mansoni thioredoxin glutathione reductase (TGR), Q962Y6. purified TGR, DTNB reduction, TNB absorbance 405 nm. Potency, µM (doses to about 114 µM), for inactives: at the top dose activity change, negative = inhibition, hits mostly inhibitors. hit rate 3% among 360,000. AID 485364, 2010; further: nearly all actives have a fitted effect of over 60% in size
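Kinetic colorimetric format: TGR-catalysed, NADPH-driven DTNB reduction monitored via TNB absorbance. Enzyme dispensed at 20 nM; compound exposure 15 min at room temperature before reaction start.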
Pf growth 48h = Primary qHTS for delayed death inhibitors of the malarial parasite plastid, 48 hour incubation | P. falciparum luciferase growth in erythrocytes, 48 h | Potency, µM (doses to about 28.7 µM), without a hit: top-dose activity change, negative = inhibition, most hits filed as inhibitors | hit rate 5.9% among 310,000
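Read-out is firefly luciferase luminescence from an integrated reporter in P. falciparum, so falling signal marks reduced parasite growth. Infected erythrocytes were at 2% hematocrit and 0.1% parasitemia (final) in Albumax-supplemented RPMI 1640.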
HCV inh = qHTS Assay for Inhibitors of Hepatitis C Virus (HCV). Potency, µM (top dose mostly 41.8 µM), for inactives: at the top dose activity change, negative = inhibition, hits mostly inhibitors. AID 651820, 2012. hit rate 3.4% among 340,000. Huh7.5.1 HCVcc-Cre infection, luciferase reporter, 44 h
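Compounds are dispensed onto cells plated 4 h earlier at 1,000 per well, with HCVcc-Cre virus (about 0.5 moi) added next. Following 44 h of culture, luminescent signal is measured for 15 sec after 15 min with substrate at room temperature.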
Tb PYK inh = qHTS of Trypanosoma Brucei Inhibitors | TbPYK enzyme, Kinase-Glo Plus ATP luminescence, 45 min | hit rate 0.12% among 410,000 | Potency, µM (titrated, usually from 76.8 µM), inactives show top-dose activity, negative = inhibition, most hits filed as inhibitors; further: nearly all actives have a fitted effect of over 50% in size
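Glycolytic pyruvate kinase of T. brucei was incubated with substrate, test compound and 130 uM ADP for 45 minutes at room temperature. Luminescent Kinase-Glo Plus signal was measured after 10 minutes.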
Numbers without * were called inactive; i = inactive; ? = inconclusive; / = no result given; [ ] = another dose, or the depositor's remark. The call rests on the fitted dose curve; in most records, active means well fitted curve in the direction sought with a large enough effect; inconclusive means small, poorly fitted or top-dose-only effect, or another doubt; inactive means no such curve, though single readings can be large; an effect the other way counts as inactive or inconclusive. On the % scale 0 is the no-effect control and ±100 the full control effect; potency means the concentration at half of the fitted maximal effect.

Each structure is followed by: Pf growth 96h | LmPK inh | Sm TGR block | Pf growth 48h | HCV inh | Tb PYK inh
CN(CCOc1ccccc1)C(=O)CCc1c[nH]c2ccccc12
    1% | 0% | -1% | 9% | -26% | -1%
NC(=S)Nc1nc2ccccc2s1
    ? | 1% | -2% | ? | 14% | -7%
CCn1nnnc1SCC(=O)Nc1cc(C)on1
    16% | 3% | -8% | -15% | 4% | 4%
Cc1cccc(Nc2nc3c(c(=O)n(C)c(=O)n3C)n2Cc2ccccc2)c1
    / | 5% | -11% | -1% | 2% | -2%
N#C/C(=N\Nc1ccc(Cl)cc1)C(=N)N1CCCCC1
    376%[activator] | 6% | 7% | 255%[activator] | -26% | 8%
CCOc1ccc(NC(=O)CN(C)CC(=O)NC2CCCc3ccccc32)cc1OCC (centres undefined)
    -24% | 2% | -22% | ? | ? | -9%
COCC(C)n1c(SCC(=O)Nc2cc(C)on2)nc2ccccc2c1=O (centres undefined)
    -18% | / | 3% | ? | 25% | 3%
CCN(CC)CCN(Cc1cc2ccc(C)c(C)c2[nH]c1=O)C(=S)NCc1ccco1
    ? | 4% | 3% | 10µM* | ? | -1%
CC1=NN(C(=O)CCc2ccccc2)C(c2ccccc2)C1 (centres undefined)
    33%[activator] | 6% | / | -9% | -4% | 1%
CSc1ncc(CN2CCc3c([nH]c4ccccc34)C2c2cccc(O)c2)cn1 (centres undefined)
    -53% | 8% | -23% | 4.1µM* | -16% | 0%
OCCNCCNCc1ccccc1OCc1ccccc1
    -2% | 2% | / | ? | -19% | 8%
CCNC(=S)N1CCN(c2ccccn2)CC1
    ? | 1% | 0% | 2% | 3% | -6%
COc1ccc(S(=O)(=O)N(C)CC(=O)N2CCC(C(N)=O)CC2)cc1Cl
    / | -6% | 1% | 13% | 7% | -2%
Cc1ccc(S(=O)(=O)NCCC(=O)Nc2ccc3c(c2)OCO3)cc1
    ? | 2% | ? | 29% | -8% | -6%
COc1ccc(-c2noc(COC(=O)c3ccco3)n2)cc1OC
    6% | / | -4% | 20% | 0% | 0%
O=C(NNC(=O)C1CCN(c2ncccn2)CC1)c1ccncc1
    -1% | 2% | 10% | 39%[activator] | 5% | -2%
CC(C)(C)C1CCc2[nH]c3ccccc3c(=O)c2C1 (centres undefined)
    ? | -8% | 4% | 0.52µM* | -4% | -2%
COc1cccc(NC(=O)CSc2nc3ccccc3c(=O)n2C)c1
    ? | 1% | 5% | 12µM* | 22µM* | 2%
O=C(N/C(=C\c1ccc(Br)cc1)c1nc2ccccc2[nH]1)c1ccco1
    1% | 1% | -16% | ? | -19% | 1%
COc1nnc(-c2ccc(C)c(S(N)(=O)=O)c2)c2ccccc12
    2.9µM* | 1% | 1% | / | ? | 5%

16 of the compounds above, with bars between the fields.
SMILES | Pf growth 96h | LmPK inh | Sm TGR block | Pf growth 48h | HCV inh | Tb PYK inh
NC(=S)Nc1nc2ccccc2s1 | ? | 1% | -2% | ? | 14% | -7%
CCn1nnnc1SCC(=O)Nc1cc(C)on1 | 16% | 3% | -8% | -15% | 4% | 4%
Cc1cccc(Nc2nc3c(c(=O)n(C)c(=O)n3C)n2Cc2ccccc2)c1 | / | 5% | -11% | -1% | 2% | -2%
N#C/C(=N\Nc1ccc(Cl)cc1)C(=N)N1CCCCC1 | 376%[activator] | 6% | 7% | 255%[activator] | -26% | 8%
CCOc1ccc(NC(=O)CN(C)CC(=O)NC2CCCc3ccccc32)cc1OCC (centres undefined) | -24% | 2% | -22% | ? | ? | -9%
COCC(C)n1c(SCC(=O)Nc2cc(C)on2)nc2ccccc2c1=O (centres undefined) | -18% | / | 3% | ? | 25% | 3%
CCN(CC)CCN(Cc1cc2ccc(C)c(C)c2[nH]c1=O)C(=S)NCc1ccco1 | ? | 4% | 3% | 10µM* | ? | -1%
CC1=NN(C(=O)CCc2ccccc2)C(c2ccccc2)C1 (centres undefined) | 33%[activator] | 6% | / | -9% | -4% | 1%
CSc1ncc(CN2CCc3c([nH]c4ccccc34)C2c2cccc(O)c2)cn1 (centres undefined) | -53% | 8% | -23% | 4.1µM* | -16% | 0%
OCCNCCNCc1ccccc1OCc1ccccc1 | -2% | 2% | / | ? | -19% | 8%
CCNC(=S)N1CCN(c2ccccn2)CC1 | ? | 1% | 0% | 2% | 3% | -6%
COc1ccc(S(=O)(=O)N(C)CC(=O)N2CCC(C(N)=O)CC2)cc1Cl | / | -6% | 1% | 13% | 7% | -2%
Cc1ccc(S(=O)(=O)NCCC(=O)Nc2ccc3c(c2)OCO3)cc1 | ? | 2% | ? | 29% | -8% | -6%
COc1ccc(-c2noc(COC(=O)c3ccco3)n2)cc1OC | 6% | / | -4% | 20% | 0% | 0%
O=C(NNC(=O)C1CCN(c2ncccn2)CC1)c1ccncc1 | -1% | 2% | 10% | 39%[activator] | 5% | -2%
CC(C)(C)C1CCc2[nH]c3ccccc3c(=O)c2C1 (centres undefined) | ? | -8% | 4% | 0.52µM* | -4% | -2%

Carrying on:
Each structure is followed by: Pf growth 96h | LmPK inh | Sm TGR block | Pf growth 48h | HCV inh | Tb PYK inh
CCOc1ccc(NC(=O)c2cn(-c3ccc(OCC)cc3)c(=O)c3cc(OC)c(OC)cc23)cc1
    3.3µM* | 11% | 8% | ? | -21% | 2%
S=C(NCCc1ccccn1)Nc1ccc(Cl)cc1Cl
    26% | 2% | 1% | 1% | -5% | -1%
CC(O)CNCCOc1ccccc1OCc1ccccc1 (centres undefined)
    46%[activator] | -6% | -5% | -16% | -9% | -10%
Cc1ccc(S(=O)(=O)NCc2ccccc2)cc1C(=O)NCC(C)(C)N1CCOCC1
    -4% | / | -3% | ? | ? | -1%
CCc1nn2c(N3CCOCC3)cc(C)nc2c1-c1ccc(F)cc1
    -3% | 4% | -1% | -14% | 0% | 6%
Cc1cccc(C(=O)NC2CCN(CC(=O)Nc3ccc4c(c3)OCO4)CC2)c1
    59%[activator] | 6% | -1% | 1% | 21% | -2%
CCc1nnc(NC(=O)C(c2ccccc2)c2ccccc2)s1
    ? | -4% | 4% | ? | -4% | -2%
COC(=O)C(C)Sc1nnc(SC(C)C(=O)OC)s1 (centres undefined)
    / | 4% | -21% | 10% | 11% | -1%
Cc1occc1C(=O)NNC(=O)c1ccc(F)cc1
    ? | 0% | -25% | 5% | -8% | -5%
CC(=O)NCc1ccc(S(=O)(=O)N2CCN(c3ccccn3)CC2)cc1
    -2% | -2% | 3% | -2% | -2% | 2%
Cc1cc(C)n(-c2ccc(C(=O)OCC(=O)Nc3ccc(S(=O)(=O)N4CCCCC4)cc3)cc2)n1
    -23% | 6% | 11% | / | 8% | -16%
O=C(Cc1ccc(F)cc1)Nc1c(C(=O)N2CCN(c3ncccn3)CC2)oc2ccccc12
    24% | 9% | -3% | -28% | -21% | -1%
COc1ccc(OC)c(N/C=C2/CCCCC2=O)c1
    23% | 2% | -18% | -7% | ? | -2%
CCOC(=O)c1c(-c2ccc(C)cc2)csc1NC(=S)NC(=O)c1ccccc1
    7.4µM* | 5% | 0% | 10µM* | ? | -1%
COc1cccc(C(=O)O/N=C(\C)c2cnccn2)c1
    ? | ? | 3% | 16% | -1% | -6%
CC(=O)Nc1cccc(NC(=O)CSc2nn3c(=O)c(C)nnc3s2)c1
    5.2µM* | 5% | -1% | 9.3µM* | 19% | -1%
COc1cc(OC)c2c(C)cc(=O)oc2c1
    161%[activator] | -1% | -5% | 35%[activator] | ? | -6%
O=C(c1ccc(-c2nc3ccccc3s2)o1)N1CCN(c2ccccc2O)CC1
    5.2µM* | -8% | -1% | ? | ? | -18%
Fc1cccc(CSc2nnc3c(n2)[nH]c2ccccc23)c1
    ? | 0% | -6% | ? | ? | 4%
COc1cccc2oc3cc(C#CC4(O)CCCCC4)ccc3c(=O)c12
    i | 0% | -28% | 330%[activator] | ? | -8%
CS(=O)(=O)N(CC(=O)N1CCOCC1)c1cccc([N+](=O)[O-])c1
    25% | 1% | / | 14% | 6% | -3%
COC(=O)C(Cc1cnc[nH]1)NC(=O)C1CCC(=O)N1 (centres undefined)
    15% | -1% | -24% | 30%[activator] | 6% | 5%
COc1ccc(NC(=O)c2ccco2)c(OC)c1
    ? | -5% | -6% | 72%[activator] | -17% | -3%
O=C1CC(c2ccc(S(=O)(=O)NCCOc3ccccc3)cc2)CN1 (centres undefined)
    7% | 1% | -3% | -10% | 11% | -15%
CCn1c(CN2CCOCC2)nnc1SCC(=O)Nc1cccc(C)c1
    ? | -7% | 1% | -6% | 10% | 11%
O=Cc1cc(Br)c(OC(=O)N2CCOCC2)c(Br)c1
    -10% | -6% | 2% | 10% | 1% | -4%
O=C1C(=O)N(CCN2CCOCC2)C(c2cccc(Cl)c2)/C1=C(/O)c1ccc2c(c1)OCO2 (centres undefined)
    ? | -2% | 50µM* | 79%[activator] | 11% | 0%
Cc1ccc(C(=O)O)cc1NC(=S)NC(=O)c1ccc([N+](=O)[O-])cc1Cl
    11% | 5% | ? | 26% | 4% | -3%
CCOc1ccc(-c2noc(CCC(=O)NCC3CCCO3)n2)cc1OC (centres undefined)
    16% | 0% | 3% | 37%[activator] | 3% | 3%
COCc1cc(=O)n2[nH]c(C(C)(C)C)cc2n1
    36%[activator] | 3% | 20% | ? | 19% | -1%
Fc1c(F)c(C(F)(F)F)c(F)c(F)c1N1CCN(c2ccc3nnc(C(F)(F)F)n3n2)CC1
    112%[activator] | 9% | 3%[11.4 µM] | / | 8% | -7%
O=C(c1cc(-c2ccccc2)nc2ccccc12)N1CCc2ccccc2C1
    ? | -2% | -2% | ? | -6% | -4%
CC1CCCN(CC(=O)N2CCCc3ccccc32)C1 (centres undefined)
    ? | -4% | 11% | 1% | -1% | 3%
CCNC(=S)Nc1cccc(Cl)c1C
    ? | -5% | -11% | -16% | -1% | 9%
COC(=O)C1=C(c2ccc(-c3ccccc3)c(F)c2)C[C@@H]2CC[C@H]1N2C(=O)NCCc1ccccc1
    ? | / | -12% | 6.6µM* | ? | 4%
O=C(c1cc2c([nH]c1=O)CCCC2)N1CCc2c([nH]c3ccccc23)C1c1ccccc1F (centres undefined)
    -11% | 1% | -26% | ? | -19% | -5%
COCCCNC(=O)CN(Cc1ccc(Cl)cc1)S(C)(=O)=O
    / | 1% | -5% | 13% | ? | 4%
CCn1c2ccccc2c2cc(CN3CCN(C(=O)c4ccco4)CC3)ccc21
    8.3µM* | 1% | 1% | ? | -13% | -3%
Cc1cc(S(=O)(=O)N2CCC(NC(=O)C34CC5CC(CC(C5)C3)C4)CC2)ccc1-n1cnnn1
    / | 7% | -23% | -21% | 1% | -15%
CC(=O)Nc1ccc(S(=O)(=O)N(C)CC(=O)OCC(=O)N2CCCCC2)cc1
    6% | / | -8% | 15% | -18% | -3%
